GPR55 antagonists: GPR55 antagonists blocking LPI-driven arrestin recruitment, primary screen, imaging, U2OS, beta-arrestin-GFP, LPI agonist (AID 2013). G-protein coupled receptor 55 (Homo sapiens). U2OS GPR55 beta-arrestin-GFP translocation imaging, LPI antagonism; higher % means a stronger effect. inhibition, % at 10 µM, or IC50 in µM where a hit was titrated. hit rate 0.13% among 290,000;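 active means spots per cell inhibited over 60%, with over 100 cells counted and total cytoplasm intensity under 500,000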;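 further: U2OS cells stably carrying GPR55 and arrestin-GFP stimulated by 5 µM LPI near EC80; imaged beta-arrestin-GFP aggregate spots per cell after agonist stimulation; plate controls were LPI-stimulated DMSO wells for no effect and DMSO wells without LPI for full effect; some results filed as inactive read as strong as hits; confirmed hits need IC50 under 10 µM and bright autofluorescent wells are also inconclusive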
NTR1 agonist: agonists of NTR1, primary screen, imaging, U2OS cells, beta-arrestin-GFP, high content (AID 493036) | hit rate 0.17% among 330,000 | activation, % at 20 µM | NTR1-U2OS beta-arrestin-GFP spot imaging, agonist mode | Neurotensin receptor type 1 (Homo sapiens), P30989;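 active means activation at or above 40% of the spot to cytoplasm intensity ratio, with at least 20 cells analyzed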;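 further: 0% = DMSO without peptide and 100% = 100 nM NTR1 peptide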
Target sequence (P30989 whole entry, looked up): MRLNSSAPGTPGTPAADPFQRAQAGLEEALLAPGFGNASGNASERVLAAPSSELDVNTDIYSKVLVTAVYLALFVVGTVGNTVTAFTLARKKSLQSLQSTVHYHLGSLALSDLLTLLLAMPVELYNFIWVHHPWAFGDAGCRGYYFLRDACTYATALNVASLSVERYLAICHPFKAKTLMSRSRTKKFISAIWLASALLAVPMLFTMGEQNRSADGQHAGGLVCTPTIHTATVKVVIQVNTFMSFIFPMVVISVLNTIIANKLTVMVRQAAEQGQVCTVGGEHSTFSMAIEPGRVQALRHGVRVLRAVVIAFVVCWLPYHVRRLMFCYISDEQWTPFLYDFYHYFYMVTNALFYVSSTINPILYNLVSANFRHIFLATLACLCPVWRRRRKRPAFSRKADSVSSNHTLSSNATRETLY
GPR35 arrestin U2OS: GPR35 antagonists blocking zaprinast-driven arrestin recruitment, primary screen, imaging, U2OS, beta-arrestin-GFP, zaprinast agonist (AID 2058); hit rate 0.052% among 290,000; G-protein coupled receptor 35 (Homo sapiens); U2OS GPR35 beta-arrestin-GFP translocation imaging, zaprinast antagonism; higher % means a stronger effect; one-dose inhibition, % at 10 µM; IC50 in µM for titrated hits;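 active means inhibition of at least 50% with at least 30 cells and total cytoplasm GFP at most 10,000,000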
West Nile antiviral: West Nile virus antiviral activity, cell-based, CPE readout (AID 1621); West Nile virus-infected cells, CPE inhibition; higher % means a stronger effect; hit rate 0.02% among 290,000; CPE inhibition, % at 10 µM, or IC50 in µM where a hit was titrated; in the data active means a potency from the dose series; further: strong numbers were not always called active
GPR55 beta-arrestin: GPR55 agonists via beta-arrestin recruitment, primary screen, imaging, U2OS cells, beta-arrestin-GFP redistribution (AID 1961) | G-protein coupled receptor 55 (Homo sapiens) | U2OS GPR55 beta-arrestin-GFP redistribution imaging; higher % means a stronger effect | activation, % at 10 µM, or EC50 in µM where a hit was titrated | hit rate 0.048% among 290,000;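 active means activation above 40% with more than 50 cells counted in the well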;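 further: U2OS osteosarcoma cells stably expressing GPR55 and beta-arrestin-GFP; plate controls were DMSO negative control for no effect and LPI positive control for full effect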
Salmonella PhoP GFP: inhibitors of PhoP regulon expression, primary screen, Salmonella Typhimurium, GFP reporter (AID 1863) | hit rate 0.16% among 300,000 | S. Typhimurium PhoP-regulated promoter GFP reporter, 4 h; higher % means a stronger effect | inhibition, % at 50 µM, or IC50 in µM where a hit was titrated;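 active means inhibition over 29.93%, a cutoff 3 SD above the screen mean, later confirmed by dose response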;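 further: 0% = low Mg2+ inducing control and 100% = high Mg2+ repressing control; strong numbers were not always called active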
T cell modulator: modulators of CD8 T cell-vesicle binding, primary screen, mouse 2C CD8+ T cells, flow cytometry | 2C CD8+ T cell-vesicle binding; active compounds read low | calls only at 7 µM | hit rate 0.068% among 330,000 | AID 2052, 2009;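 active means response, share of CD8 T cells binding vesicles, and their 90th percentile fluorescence all below set limits, cut at about 80% in these data, passing the limit was not always enough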
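Material: 2C TCR transgenic mouse naive CD8+ T cells, MACS-purified. Also added: QL9-charged Drosophila Ld/ICAM-1/B7-1 vesicles. Timing: binding 1.5 h at 37 °C. Measured by: high-throughput flow cytometry with anti-B7-1 and anti-CD8 staining. Read-out: percent CD8+ FL2 mean versus row control. Controls: Unloaded micro-vesicles (low), QL9 vesicles with 0.7% DMSO (high).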
KOR beta-arrestin-1: KOR agonists, beta-arrestin recruitment, primary screen, cell-based, luminescence, uHTS (AID 1777). Kappa-type opioid receptor (Homo sapiens). one-dose activation, % at 10 µM; EC50 in µM for titrated hits. hit rate 0.02% among 280,000. KOR beta-arrestin recruitment, luminescence; higher % means a stronger effect; in the data active means activation above about 50%, passing the limit was not always enough; further: a part of the inactive calls stands beside numbers as strong as those of hits
KOR beta-arrestin-2: KOR antagonists, beta-arrestin recruitment, cell-based, luminescence, uHTS (AID 1778). one-dose inhibition, % at 10 µM; IC50 in µM for titrated hits. Kappa-type opioid receptor (Homo sapiens). hit rate 0.091% among 290,000. KOR beta-arrestin recruitment, luminescence, antagonist mode; higher % means a stronger effect; in the data active means inhibition above about 50%; further: strong numbers were not always called active
T cell modulator vesicle-bound %: further read-out of T cell modulator, marked with its call; double positive events, %; measured here: CD8+ vesicle-bound cell fraction;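 binding gate set so that unloaded-vesicle control wells show 10% double positive cells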
NTR1 agonist cell count 20 µM: also measured in NTR1 agonist; calls as there; cell count; measured here: cell count, cytotoxicity flag
* marks the source's active call; other numbers are inactive results; i = inactive; . = not tested or not shown; [ ] = remark or other dose.

| Molecule | GPR55 antagonists | NTR1 agonist | NTR1 agonist cell count 20 µM | GPR35 arrestin U2OS | West Nile antiviral | GPR55 beta-arrestin | Salmonella PhoP GFP | T cell modulator | T cell modulator vesicle-bound % | KOR beta-arrestin-1 | KOR beta-arrestin-2 |
| --- | --- | --- | --- | --- | --- | --- | --- | --- | --- | --- | --- |
| N/C(CC(=O)Nc1cccc(C(F)(F)F)c1)=N/O | 11.2% | -2.1 | 78 | -5.5% | 0.7% | -0.2% | 3.1% | i | 22.0 | 3.5% | -16.7% |
| O=C1CN(C(=O)c2cc(F)cc(F)c2)c2ccccc2N1 | -0.8% | -0.8 | 65 | 1.4% | 0.2% | -0.2% | 7.9% | i | 40.8 | -4.0% | -32.4% |
| c1ccc(CN2CCN(c3nc(-c4ccccc4)nc4ccccc34)CC2)cc1 | 6.7% | 1.6 | 62 | -7.6% | . | 0.0% | -7.8% | i | 24.3 | 1.8% | -17.5% |
| CCNc1nc(Cl)nc(-c2cn(-c3ccccc3)c3ccccc23)n1 | 6.2% | 9.3 | 80 | -1.7% | 1.1% | -0.1% | -4.2% | i | 63.3 | 8.0% | -6.1% |
| O=C(c1ccc(CSc2ccc(Cl)cc2)cc1)N1CCCC1 | -1.4% | 0.1 | 75 | 1.9% | -0.3% | -0.1% | 3.9% | i | 53.8 | -2.4% | -64.2% |
| O=S(=O)(Cc1ccccc1)Nc1ccccc1Br | 6.3% | -0.3 | 60 | 0.1% | -0.2% | -0.1% | 7.1% | i | 63.3 | -0.7% | -21.5%[20 µM] |
| Cc1c(O)ccc2c3c(c(=O)oc12)CCCC3 | -3.3% | -1.4 | 82 | 7.2% | 0.2% | -0.2% | 2.8% | i | 35.6 | 2.7% | 2.1% |
| Cc1ccc(C)c(N2CCN(S(=O)(=O)c3ccc4c(c3)NC(=O)CC(=O)N4)CC2)c1 | -7.4% | 8.2 | 49 | -1.6% | -1.0% | 0.0% | . | i | 31.1 | -7.2% | -53.9%[20 µM] |
| O=C(CC1C(=O)NCCN1C(=S)Nc1ccccc1)Nc1ccc2c(c1)OCCO2 (centres undefined) | 12.5% | 0.6 | 40 | 15.6% | 0.6% | 0.1% | -4.2% | i | 37.4 | 1.8% | -34.7% |
| O=C1CSC(=S)N1N1C(=O)c2cccc([N+](=O)[O-])c2C1=O | 6.5% | 0.3 | 73 | -5.9% | 0.2% | 0.1% | -2.3% | i | 59.6 | -1.5% | -10.0% |
| CC1=CC2=NC(=O)/C(=C\c3cc(C)n(-c4ccc(F)cc4)c3C)C(=N)N2O1 | 8.6% | 0.1 | 71 | 11.7% | -0.1% | -0.3% | 32.8% | i | 54.1 | -4.6% | -43.5% |
| C=CCNc1sc(C(=O)c2ccccc2)c(N)c1-c1nc2ccccc2s1 | 35.8% | 0.8 | 89 | 10.4% | -0.6% | -0.2% | -4.2% | i | 7.2 | 14.1% | 22.2% |
| NS(=O)(=O)c1ccc(NC(=O)C2(c3ccccc3)CCCC2)cc1 | 9.8% | 0.9 | 44 | 3.6% | 0.5% | -0.1% | 1.8% | i | 35.6 | -2.9% | 9.1% |
| Nn1c(-c2cccs2)nc2sc3c(c2c1=O)CCCC3 | -0.7% | 16.6 | 51 | 1.8% | -0.4% | -0.2% | 6.6% | i | 57.7 | -5.0% | -14.2% |
| CC1=C(C(=O)Nc2ccc(F)cc2)C(c2ccncc2)C2=C(CCCC2=O)N1 (centres undefined) | 11.9% | 0.8 | 79 | -3.8% | -0.3% | -0.5% | -6.1% | i | 30.0 | -4.8% | 20.0% |
| C(=N\Nc1nncn1/N=C/c1ccco1)/c1ccco1 | 7.9% | 0.0 | 59 | 12.7% | 0.4% | -0.1% | 1.1% | i | 14.2 | 3.9% | -1.0% |
| CS(=O)(=O)N1CCN(C(=O)c2ccccc2F)CC1 | 14.8% | -2.0 | 52 | -8.4% | 0.4% | -0.1% | 8.1% | i | 40.4 | -1.1% | 19.4% |
| Cc1cc(Cn2nnnc2-c2ccncc2)cc(C)c1O | -5.5% | 1.0 | 87 | -12.1% | -0.4% | -0.3% | -5.2% | i | 38.2 | -1.5% | 17.4% |
| CCN(CC)CCNS(=O)(=O)c1ccc2c3c(cccc13)C(=O)N2 | -7.8% | -0.5 | 59 | -0.3% | -1.2% | 0.9% | 1.7% | i | 53.7 | -2.4% | -11.3% |
| COc1ccc(C2C(C(=O)Nc3cccc(OC)c3)c3ccccc3C(=O)N2C)cc1 (centres undefined) | 1.0% | -0.5 | 59 | -4.9% | -0.7% | -0.1% | -5.3% | i | 7.7 | 0.5% | 5.8% |
| O=c1[nH]c(NCCO)nnc1Cc1ccc(Cl)cc1 | 6.0% | -1.7 | 103 | 0.9% | -0.3% | 0.4% | 2.3% | i | 63.0 | -2.9% | 35.1% |
| CCCn1c(C(C)C)n[nH]c1=S | 10.4% | 3.3 | 49 | -4.5% | 0.4% | -0.3% | -4.3% | i | 14.5 | -0.3% | 16.4% |
| CCC1=NC(c2ccccc2Cl)N(O)C1(C)C (centres undefined) | 10.5% | -1.4 | 60 | -6.9% | 0.4% | -0.2% | -7.1% | i | 2.7 | -5.4% | 23.0% |
| Cc1cc(Oc2nnnn2-c2ccccc2)ccc1Cl | 1.4% | 1.3 | 76 | 23.1% | -0.5% | -0.2% | -6.4% | i | 32.5 | 0.3% | -10.9% |
| O=C(COc1ccc2ccccc2c1)NNC(=O)c1cccs1 | -2.1% | -2.2 | 74 | -12.3% | 0.1% | -0.3% | 6.6% | i | 30.4 | 2.0% | 25.3% |

(further entries)
| Molecule | GPR55 antagonists | NTR1 agonist | NTR1 agonist cell count 20 µM | GPR35 arrestin U2OS | West Nile antiviral | GPR55 beta-arrestin | Salmonella PhoP GFP | T cell modulator | T cell modulator vesicle-bound % | KOR beta-arrestin-1 | KOR beta-arrestin-2 |
| --- | --- | --- | --- | --- | --- | --- | --- | --- | --- | --- | --- |
| CCOc1ccccc1NC(=O)CN(C)S(=O)(=O)c1ccc2[nH]c(=O)oc2c1 | -6.3% | -0.4 | 80 | -0.1% | 1.1% | 0.0% | -3.0% | i | 39.6 | -1.5% | -13.8% |
| COc1cc(OC)cc(C(=O)N(Cc2cc3cc(C)ccc3[nH]c2=O)C(C)C)c1 | 5.2% | -0.5 | 56 | 12.7% | 0.0% | -0.2% | 3.0% | i | 30.4 | -2.5% | 17.3% |
| CCn1cc(C(=O)N[C@H](C(=O)NCCO)C(C)C)c(=O)c2cc3c(cc21)OCO3 | 11.9% | 1.4 | 50 | 3.7% | -0.7% | -0.1% | 10.7% | i | 50.3 | 1.7% | -18.9% |
| O=C(COC(=O)COc1ccccc1[N+](=O)[O-])Nc1cccc(Br)c1 | 1.9% | 1.4 | 80 | 12.1% | -0.2% | 0.1% | -5.4% | i | 43.9 | -1.5% | 32.8% |
| O=C(/C=C\c1ccccc1)Nc1ccc(NC(=O)c2ccco2)cc1 | 4.1% | 2.7 | 50 | -10.7% | 0.1% | -0.2% | -8.2% | i | 61.4 | -0.5% | 0.1% |
| COc1ccc(C(=O)c2c[nH]cc2-c2ccccc2)cc1 | 7.0% | 0.9 | 54 | 15.4% | -0.1% | -0.1% | 3.5% | i | 30.4 | 0.8% | -23.1% |
| CCS(=O)(=O)n1nc(-c2cccnc2)nc1NCc1ccc(F)cc1 | 3.0% | 1.0 | 33 | 9.4% | -0.8% | 0.1% | -5.1% | i | 14.6 | -0.5% | 4.3% |
| CCOc1cccc(CN2CCC(n3nccc3NC(=O)C3CC3)CC2)c1O | -15.6% | 0.1 | 50 | 1.8% | -1.1% | -0.1% | 8.0% | i | 32.0 | -2.4% | -5.8% |
| O=C(CN1C(=O)CCSc2ccccc21)NC1CCCCC1 | 12.5% | 0.0 | 55 | 1.4% | -0.2% | -0.1% | -14.4% | i | 1.0 | -4.1% | 10.0% |
| CCS(=O)(=O)Nc1cccc(C2=NN(S(=O)(=O)c3ccc(C)cc3)C(c3cccs3)C2)c1 (centres undefined) | 0.3% | 1.5 | 31 | -6.4% | -0.6% | -0.2% | -11.1% | i | 5.0 | 2.5% | -55.4% |
| Cc1nn(Cc2ccccc2)c(C)c1NC(=O)c1cc(-c2cccs2)on1 | 9.9% | 0.3 | 81 | 21.9% | 0.3% | -0.1% | 7.8% | i | 9.3 | -2.4% | 30.4% |
| CCCN(C(=O)c1ccco1)c1nnc(-c2ccccc2C)s1 | 11.1% | 1.2 | 79 | 18.8% | -0.8% | -0.1% | . | i | 64.5 | . | -1.2%[20 µM] |
| O=C(O)c1cc([N+](=O)[O-])c(N2CCCC2)c([N+](=O)[O-])c1 | 4.0% | 1.3 | 44 | 11.7% | 0.3% | 0.5% | -16.7% | i | 31.6 | -6.0% | -22.8% |
| CC(=O)c1ccc(S(=O)(=O)N(C)C(C)CCc2ccco2)cc1 (centres undefined) | 0.8% | 0.0 | 96 | 2.3% | -0.7% | -0.1% | 17.2% | i | 25.5 | -3.4% | -15.5% |
| CC1OC(Oc2c(-c3cc(O)c(O)c(O)c3)oc3cc(O)cc(O)c3c2=O)C(O)C(O)C1O (centres undefined) | 2.4% | -2.4 | 91 | 14.7% | -0.2% | 0.1% | 14.4% | . | . | -2.9% | . |
| C/C(=C/CCC(C)C1CCC2(C)C3CCC4C(C)(C)C(=O)CCC4(C)C3=CCC12C)C(=O)O (centres undefined) | 20.5% | . | . | -14.6% | -0.7% | -0.1% | -2.8% | . | . | 3.9% | 17.4% |
| CN1CCN(C(=O)c2cc3c(ccc4ccccc43)oc2=O)CC1 | 5.2% | -1.2 | 57 | -16.2% | -1.0% | 0.3% | 19.2% | i | 46.0 | 10.4% | 2.1% |
| Cc1nn(Cc2c(F)c(F)c(F)c(F)c2F)c(C)c1NC(=O)c1ccc(COc2cc(Cl)ccc2Cl)cc1 | 2.5% | 3.6 | 79 | -8.7% | 0.1% | 0.0% | -1.1% | i | 15.6 | -4.5% | 23.5% |
| COc1ccc(C(C)=O)cc1COC(=O)c1ccc(S(=O)(=O)N(C)C)cc1 | -2.2% | 0.2 | 51 | 19.5% | 0.2% | -0.3% | 4.6% | i | 34.8 | 4.4% | -40.3% |

Screens from PubChem BioAssay.
